LMPTP inh: LMPTP (human) inhibition; P24666; recombinant LMPTP-A, OMFP fluorogenic substrate, fluorescence intensity; inhibition, % at 20 µM; 360,000 compounds, 0.22% hits; AID 651560;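 active means compounds that cut the enzyme signal by at least half of the control window in the single-dose screen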;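 further: plate controls were DMSO wells with enzyme plus substrate for no effect and substrate without enzyme for full effect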
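Material: LMPTP-A; amount: 0.625 nM enzyme; doses: single 20 µM dose; times: reaction 50 min, room temperature, dark; technique: fluorescence intensity of OMFP turnover product; benchmarks: no-enzyme and uninhibited controls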
TbMetRS inhib: Trypanosoma brucei MetRS inhibition; purified T. brucei MetRS, ATP depletion, Kinase-Glo luminescence; inhibition, % at 11.9 µM; 360,000 compounds, 0.4% hits; AID 624268;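 active means inhibition above a per-plate cutoff of the control wells' mean inhibition plus 3 SD, cut at about 5.5% in these data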;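 further: 0% = DMSO wells median and 100% = median of wells with control inhibitor compound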
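Dosing: 11.9 µM single point; system: parasite MetRS enzyme; technique: luminescence of leftover ATP; times: 15 min enzyme-compound preincubation, 2 h reaction, 10 min detection, 25 °C; replicates: each compound tested once; read-out basis: percent inhibition relative to median high and low control wells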
STEP inh: blocks human striatal-enriched tyrosine phosphatase; AID 588621; P54829; 360,000 compounds, 0.25% hits; recombinant STEP, OMFP fluorogenic substrate, fluorescence; inhibition, % at 20 µM;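 active means inhibition at 20 µM, scaled per plate between control wells, above about 37%, limit read from the data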;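 further: 0% = DMSO with enzyme and substrate and 100% = substrate only without enzyme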
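Also added – OMFP at 25 µM · Test system – STEP tyrosine phosphatase · Technique – FITC-channel fluorescence of OMFP product · Schedule – 20 min at room temperature, dark · Evaluation – control-normalized % inhibition with plate pattern correction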
NadD block: blocks S. aureus nicotinate mononucleotide adenylyltransferase; purified NadD enzyme, colorimetric absorbance read-out; inhibition, % at 20 µM; 360,000 compounds, 0.78% hits; in the data active means inhibition above about 26%; further: some compounds past the cut are filed as inactive
Neddyl block: inhibitors of human cullin neddylation; P61081+Q13564; TR-FRET cullin neddylation, biochemical; calls only at 25 µM; 360,000 compounds, 0.58% hits; AID 651699; in the data active means inhibition above about 36%
DNMT1 block: inhibitors of human DNMT1. DNMT1 molecular beacon, Hinp1I cleavage, fluorescence. inhibition (reported as % activation of signal), % at 10 µM. 360,000 compounds, 0.83% hits; in the data active means inhibition above about 50%
SUMO1 PPI mod: SUMO1-SIM interaction modulation. P63165. SUMO1 binding to a labelled peptide, TR-FRET, 1 h. inhibition, % at 20 µM. 360,000 compounds, 0.33% hits. AID 602429; in the data active means inhibition above about 37%
Scp-1 inhibitor: blocks human Scp-1 phosphatase activity | AID 493091 | Q9GZU7 | inhibition, % at 20 µM | 340,000 compounds, 0.88% hits | Recombinant Scp1, phosphopeptide, malachite green phosphate absorbance;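 active means inhibition above about 50% at 20 µM, limit read from the data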;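 further: plate controls were DMSO wells with enzyme for no effect and wells lacking enzyme for full effect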
Target sequence (Q9GZU7 76-261 limits assumed): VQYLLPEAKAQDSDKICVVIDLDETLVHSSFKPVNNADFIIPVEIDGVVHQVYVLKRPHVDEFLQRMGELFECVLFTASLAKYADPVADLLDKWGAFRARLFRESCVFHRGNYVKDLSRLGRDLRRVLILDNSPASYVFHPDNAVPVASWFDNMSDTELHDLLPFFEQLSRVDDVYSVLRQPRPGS
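assay system = SCP-1 phosphatase catalytic domain, residues 76-261 | buffer or medium = 50 mM Tris acetate pH 5.5, 0.005% Tween-20, 10 mM MgCl2 | incubation = enzyme reaction 45 min at room temperature, colour 5 min, stabilisation 30 min | signal = Phosphate-binding colour reagent, absorbance read at 630 nm | measure = % inhibition at 20 µM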
SKN-1 inh: blocks SKN-1 activity in C. elegans | C. elegans VP596 Pgst-4::GFP/RFP ratio, acrylamide-induced, 24 h | inhibition, % at 21.8 µM | 360,000 compounds, 0.49% hits;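 active means interference check ratio from 0.5 to 1.5 plus GFP to RFP signal ratio inhibition reaching or exceeding a fixed threshold, cut at about 30% in these data, passing the limit was not always enough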; further: some compounds called inactive have numbers as strong as hits
CendR NRP1 mod: NRP-1/CendR interaction modulation | 360,000 compounds, 0.85% hits | inhibition, % at 25 µM | FAM-RPARPAR peptide binding to NRP-1, fluorescence polarization;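 active means inhibition or corrected inhibition above about 18%, plus a signal ratio from 0.5 to 1.5, limit read from the data, passing the limit was not always enough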; further: strong numbers were not always called active
Target sequence (O14786 whole entry, looked up): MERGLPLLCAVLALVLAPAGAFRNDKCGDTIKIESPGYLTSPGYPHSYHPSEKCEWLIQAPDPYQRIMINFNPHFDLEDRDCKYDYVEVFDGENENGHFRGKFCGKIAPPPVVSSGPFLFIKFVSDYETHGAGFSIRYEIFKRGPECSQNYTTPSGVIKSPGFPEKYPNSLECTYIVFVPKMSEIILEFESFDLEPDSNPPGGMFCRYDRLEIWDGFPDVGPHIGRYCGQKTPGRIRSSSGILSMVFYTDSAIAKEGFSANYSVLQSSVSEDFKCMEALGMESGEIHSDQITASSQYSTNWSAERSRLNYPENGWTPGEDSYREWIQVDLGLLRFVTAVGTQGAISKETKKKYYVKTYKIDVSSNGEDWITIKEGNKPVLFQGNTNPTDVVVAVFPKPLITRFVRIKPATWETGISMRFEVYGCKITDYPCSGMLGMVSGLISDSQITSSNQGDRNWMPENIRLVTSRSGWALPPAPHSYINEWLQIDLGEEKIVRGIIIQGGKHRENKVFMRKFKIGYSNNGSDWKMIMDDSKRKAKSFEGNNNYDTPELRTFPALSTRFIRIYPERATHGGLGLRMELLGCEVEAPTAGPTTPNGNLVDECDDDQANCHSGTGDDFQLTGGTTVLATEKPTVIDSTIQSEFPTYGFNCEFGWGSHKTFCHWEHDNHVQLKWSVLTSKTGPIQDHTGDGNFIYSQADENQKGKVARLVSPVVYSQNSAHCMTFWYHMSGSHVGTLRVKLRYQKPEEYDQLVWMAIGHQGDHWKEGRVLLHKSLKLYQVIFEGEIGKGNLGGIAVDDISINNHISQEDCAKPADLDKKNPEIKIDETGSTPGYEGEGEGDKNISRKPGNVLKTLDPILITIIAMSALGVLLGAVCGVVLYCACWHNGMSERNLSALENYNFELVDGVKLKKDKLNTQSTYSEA
Starred values were filed as active, the others as inactive; i = inactive; · = no result given; + = active, no number. Not a hit list; about 4.6% have a hit in one of these screens.

#	smiles	LMPTP inh	TbMetRS inhib	STEP inh	NadD block	Neddyl block	DNMT1 block	SUMO1 PPI mod	Scp-1 inhibitor	SKN-1 inh	CendR NRP1 mod
1	Cc1ccc(SC[C@H](C)CN2CC[C@H](C(C)(C)C)CCC2=O)cc1	4.3	-0.4	1	-1	i	10	2	-2	13	10
2	COC(=O)c1ccc2c(=O)n(-c3ccccc3)c(SCN3C(=O)c4ccccc4C3=O)nc2c1	0.8	-0.8	4	10	i	-1	0	-11	4	4
3	COC(=O)Nc1sc2c(c1C(N)=O)CCC(C)C2 (stereo not drawn)	2.3	-0.3	97*	-11	i	1	2	-3	-7	9
4	O=C(CNS(=O)(=O)c1ccc(Br)cc1Cl)OCC(=O)N1CCCC1=O	-1.8	-0.2	-1	0	i	5	0	3	6	11
5	Cc1ccc(OCC(O)CN2CCOCC2)c(C)c1 (stereo not drawn)	-2.1	-0.1	-2	2	i	3	6	-4	4	8
6	C=CC#CC1(O)CC(C)[N+](C)(C)CC1C (stereo not drawn)	-2.6	-0.3	-1	9	i	5	2	104*	10	11
7	NC(=O)[C@@H]1CCCN1Cc1nc(Cc2ccccc2F)no1	-2.4	-0.7	2	-2	i	0	-4	-4	3	6
8	O=c1cc(-c2cccc(F)c2)oc2ccccc12	8.6	0.0	0	-2	i	2	-2	-8	3	-1
9	COc1ccc(NC(=O)Nc2ccccc2C)c(OC)c1	1.6	-0.6	2	-3	i	1	-4	-13	-1	-26
10	Cc1cc(NC(=O)CSc2ncnc3c2cnn3-c2cccc(Cl)c2)no1	-1.5	-0.9	3	2	i	9	-2	-7	2	-4
11	O=C(c1ccc(-c2ccc([N+](=O)[O-])cc2Cl)o1)N1CCOCC1	1.3	0.7	1	3	i	1	-7	-7	-5	-1
12	O=C(O)Cc1cccc(=O)c(O)c1C(=O)O	19	-0.3	68*	-2	i	86*	18	79*	2	-19
13	CCC1(CC)Cc2ccccc2-c2[nH]c(=S)[nH]c(=O)c21	-0.3	-1.0	-2	-2	i	-2	7	-1	-10	-3
14	CCn1nc(C)c(NC(=O)CSc2nnc(-c3ccco3)n2C)c1C	-1.0	-1.4	0	-2	i	4	-3	-1	4	0
15	Cc1cc(C)n2nc(C(=O)N/N=C/c3ccc(Cl)cc3)nc2n1	-2.7	-0.2	2	5	i	-1	-7	-7	1	0
16	CNC(=O)CSc1nnc(CCc2ccccc2)n1-c1ccccc1	-0.2	-1.0	1	-4	i	3	2	-4	11	13
17	Cc1ccccc1NC(=S)c1nc2ccccc2[nH]1	1.3	-0.3	-6	1	i	-2	-10	-10	0	7
18	COc1ccccc1N1CCN(CC(=O)Nc2ccc(C)c(F)c2)CC1	-1.5	-1.7	3	-5	i	-3	1	-6	24	9
19	COc1ccc(NC(=O)CN(C)C(=O)c2cccc(Oc3ccccc3)c2)cc1	-0.2	-0.6	0	-13	i	-2	2	-10	1	-12
20	COC(=O)c1sc(S(=O)(=O)Nc2c(C)nn(C)c2C)c(C(=O)OC)c1C	-1.2	-0.3	0	1	i	2	2	-9	17	-5
21	O=C(OCC(=O)N1CCCc2ccccc21)c1ccc(Br)o1	-2.4	-1.6	-2	1	i	4	-4	-2	-21	13
22	CO/N=C(/C)CCS(=O)(=O)c1ccccc1	-0.2	-0.5	-3	-1	i	3	-1	-6	-4	2
23	CCOC(=O)Cc1csc(NC(=O)Nc2ccc(C)cc2)n1	-1.7	-1.3	-2	-2	i	5	3	0	-4	-6
24	COc1ccccc1NC(=S)NC(C)=O	-1.5	-0.3	-1	6	i	1	2	-4	5	17
25	COc1c(C)cccc1C(=O)Nc1ccc(OCC(=O)N2CCOCC2)cc1C	-1.4	-0.2	4	-3	i	-2	4	-5	23	9
26	CC1=Nc2cc(C(=O)N3CCCC3)ccc2Sc2c(C)ccc(C)c21	0.9	0.0	0	8	i	1	-1	0	-5	3
27	Cn1c(=O)c2c(nc(N/N=C/c3ccc(OC(=O)c4ccco4)cc3)n2Cc2ccccc2Cl)n(C)c1=O	3.6	0.4	0	13	+	-8	-1	-5	14	0
28	COc1ccc(CCN(C)CC(O)c2ccccc2)cc1OC (stereo not drawn)	-1.8	-1.1	4	-6	i	-1	2	-3	9	-10
29	O=C1N(Cc2ccccc2)c2ccccc2OC1(F)F	-0.3	-0.3	2	-7	i	-2	3	·	16	-4
30	COc1ccc(C(C)=O)cc1CSc1nc2nc(C)cc(C)n2n1	0.6	-0.5	1	2	i	0	-3	-2	-3	1
31	O=C(NCc1ccccc1CN1CCCC1)c1cc2ccccc2o1	-0.5	0.1	-2	-3	i	-1	-7	-1	4	1
32	CCOC(=O)c1c(C)[nH]c(C(=O)COC(=O)c2ccc(N3CCCC3=O)cc2)c1C	1.3	-0.9	-1	-5	i	-8	0	-1	2	3
33	O=C(O)CCCn1cc(NC(=O)COc2ccccc2F)cn1	-0.7	0.1	0	0	i	1	3	-4	15	-12
34	Cc1ccc(-c2c[n+](CC(=O)N3c4ccccc4Sc4ccccc43)c3n2CCC3)cc1	-0.6	-1.0	3	8	i	1	-5	16	0	-9
35	Cc1cc(=O)n2nc(N3CCCC(C(=O)NCc4ccc(F)cc4)C3)sc2n1 (stereo not drawn)	-1.0	-0.5	-2	-1	i	3	0	-1	4	3
36	CC(=O)N1N=C(c2ccc(C)o2)CC1c1ccc(Br)cc1 (stereo not drawn)	-0.2	-1.7	2	2	i	8	-11	0	1	14
37	CN(C)C(CNC(=O)Cc1ccc([N+](=O)[O-])cc1)c1ccccc1 (stereo not drawn)	0.5	0.1	-3	-1	i	-9	-5	-1	-3	-5
38	Fc1ccc(/C=N/NC2=Nc3cccc4cccc2c34)cc1	2.2	0.1	1	10	i	-5	-5	6	20	-72
39	NC(=O)c1c(NC(=O)Cn2nc(C(=O)O)c3ccccc3c2=O)sc2c1CCC2	4.0	-0.5	0	1	i	-13	66*	17	-1	-26
40	CC(C)(C)NC(=O)Nc1ccc(F)c(Cl)c1	0.8	-0.6	-1	-3	i	-5	0	-5	9	-15
41	COc1ccc(-c2nc(CS(=O)CC(=O)NC3CCCCC3C)c(C)o2)cc1OC (stereo not drawn)	-1.8	0.5	-1	2	i	2	3	-5	14	-25
42	Cc1noc(C)c1CSc1nnc2scc(-c3ccccc3)n12	-1.1	-1.0	1	1	i	3	3	-7	-7	6
43	N#Cc1cccc(S(=O)(=O)N2CCN(c3ccnc4cc(Cl)ccc34)CC2)c1	6.3	-0.4	-1	7	i	2	2	4	9	-16
44	CCOC(=O)C1(Cc2ccccc2)CCCN(C(=O)c2ccc(-n3ccnc3)cc2)C1 (stereo not drawn)	0.8	-0.4	0	-2	i	3	4	-10	-3	-12
45	Cc1csc(NC(=O)CSc2nnc(CCNC(=O)c3cccs3)n2C)n1	-0.7	-1.2	1	-1	i	-1	3	0	-7	-2
46	CCOc1ccc(N2CC(C(=O)Nc3cc(C)on3)CC2=O)cc1 (stereo not drawn)	-1.3	-0.6	-2	-1	i	4	-1	3	-1	-13
47	CC(=O)Nc1ccc(C(=O)N2CC(=O)NC(=O)C2)cc1	-0.6	-1.2	0	-1	i	-3	1	-7	-16	-3
48	COC(=O)c1ccccc1NC(=O)CN1CCC(NC(=O)c2ccc(C)cc2)CC1	0.3	-2.0	-2	0	i	-3	-2	1	-14	-6
49	O=C(CNS(=O)(=O)c1ccc(F)cc1)N1CCN(c2ccccc2)CC1	-0.8	-0.6	4	2	i	5	-2	-3	2	0
50	CCOc1ccc(-n2c(SCC(=O)NCc3ccco3)nc3c([nH]c4ccccc43)c2=O)cc1	0.7	0.5	0	20	i	4	1	-5	10	-4
51	Cc1ccccc1NC(=O)c1c2c(nc3ccccc13)CCC2	0.6	0.3	1	2	i	-1	4	-7	-8	21
52	COc1cc(OC)cc(-c2n[nH]c(=S)n2-c2ccc3c(c2)OCCO3)c1	0.0	-1.3	1	-3	i	2	2	3	-1	4
53	Cc1cc(Br)ccc1NC(=O)C1CCN(S(=O)(=O)c2cnc[nH]2)CC1	-1.3	0.8	-1	-4	i	1	4	-7	19	0
54	COCCN(C(=O)C(F)(F)F)C(C(=O)NC1CCCCC1)c1ccco1 (stereo not drawn)	-0.2	-0.4	-3	-1	i	2	1	0	0	9
55	Cc1ccc2c(c1)NC(=O)C(CC(=O)Nc1ccc(CN3CCC(C)CC3)cc1)O2 (stereo not drawn)	0.5	-1.0	-4	-2	i	-2	-2	52*	-12	-3
56	Cc1ccc(COc2coc(CO)cc2=O)cc1	-1.3	-0.2	0	8	i	5	4	-5	-4	-8
57	CCOC(=O)Nc1ccc2c(c1)N(C(=O)CCCl)c1ccccc1[S@]2=O	-0.9	-0.1	-2	0	i	-8	-6	-4	11	7
58	CCn1c(C(=O)NC2CCC(C)CC2)cc2sccc21 (stereo not drawn)	0.1	-0.3	2	-2	i	3	-2	-4	5	8
59	O=C(Nc1cc2c(ccc3ccccc32)oc1=O)C1CCCCC1	-1.6	0.0	-2	2	·	33	3	-14	0	11
60	COc1ccc(C(=O)NC2(C(F)(F)F)N=C3SCCN3C2=O)cc1 (stereo not drawn)	-0.9	-0.7	-3	5	i	1	-2	-2	-10	2

Continuation:
#	smiles	LMPTP inh	TbMetRS inhib	STEP inh	NadD block	Neddyl block	DNMT1 block	SUMO1 PPI mod	Scp-1 inhibitor	SKN-1 inh	CendR NRP1 mod
61	Cc1ccc(S(=O)(=O)N(C)c2ccc(OC(=O)CN3C(=O)NC4(CCCC4)C3=O)cc2)cc1C	0.3	-0.4	-5	-5	i	-2	5	4	14	-4
62	CC1CCN(C(=O)CSc2nc3[nH]ncc3c(=O)[nH]2)CC1	-2.5	-0.3	-1	-2	i	-1	-5	-6	-6	3
63	CC(C)(C)c1ccc(C(=O)O)c(C(=O)c2ccccc2)c1	0.3	0.5	0	2	i	0	4	-6	5	4
64	Cc1ccsc1/C=N\NC(=O)CC(=O)NCc1ccccc1	0.8	0.1	-2	3	i	2	-8	-3	7	8
65	Cn1c(SCC(=O)N2CCCc3ccccc32)nnc1-c1ccccc1	-2.1	-0.3	2	3	i	7	1	-5	-5	0

Some of these compounds in order of formula weight, high to low:
#	smiles	LMPTP inh	TbMetRS inhib	STEP inh	NadD block	Neddyl block	DNMT1 block	SUMO1 PPI mod	Scp-1 inhibitor	SKN-1 inh	CendR NRP1 mod
65	Cn1c(SCC(=O)N2CCCc3ccccc32)nnc1-c1ccccc1	-2.1	-0.3	2	3	i	7	1	-5	-5	0
60	COc1ccc(C(=O)NC2(C(F)(F)F)N=C3SCCN3C2=O)cc1 (stereo not drawn)	-0.9	-0.7	-3	5	i	1	-2	-2	-10	2
59	O=C(Nc1cc2c(ccc3ccccc32)oc1=O)C1CCCCC1	-1.6	0.0	-2	2	·	33	3	-14	0	11
64	Cc1ccsc1/C=N\NC(=O)CC(=O)NCc1ccccc1	0.8	0.1	-2	3	i	2	-8	-3	7	8

Source: PubChem
